Screens from PubChem BioAssay.
GPR55 beta-arrestin: GPR55 agonists via beta-arrestin recruitment, primary screen, imaging, U2OS cells, beta-arrestin-GFP redistribution (AID 1961); U2OS GPR55 beta-arrestin-GFP redistribution imaging; higher % means a stronger effect; activation, % at 10 µM; hits with a dose series show EC50 in µM; actives 0.048% (n = 290,000);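 active = activation above 40% with more than 50 cells counted in the well; inconclusive = wells holding fewer than 50 cells, flagged as toxic or sparse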;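 note: U2OS osteosarcoma cells stably expressing GPR55 and beta-arrestin-GFP; plate controls were DMSO negative control for no effect and LPI positive control for full effect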
GPR35 arrestin U2OS: inhibition of zaprinast-stimulated GPR35 beta-arrestin translocation – imaging, U2OS, beta-arrestin-GFP, zaprinast agonist, primary screen (AID 2058) | U2OS GPR35 beta-arrestin-GFP translocation imaging, zaprinast antagonism; higher % means a stronger effect | inhibition, % at 10 µM; hits with a dose series show IC50 in µM | actives 0.052% (n = 290,000);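 active = inhibition of at least 50% with at least 30 cells and total cytoplasm GFP at most 10,000,000; inconclusive = under 30 cells or total GFP of 10,000,000 plus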
NOD2 inhibition: NOD2 signaling inhibitors, cell-based, luminescence, uHTS, HEK293 (AID 1566); HEK293 NOD2/NF-kB luciferase reporter, luminescence; higher % means a stronger effect; inhibition, % at 4 µM; hits with a dose series show EC50 in µM; actives 0.63% (n = 290,000); note: many of its hits are not listed in these tables
GPR55 LPI antagonism: inhibition of LPI-stimulated GPR55 beta-arrestin translocation – imaging, U2OS, beta-arrestin-GFP, LPI agonist, primary screen (AID 2013); U2OS GPR55 beta-arrestin-GFP translocation imaging, LPI antagonism; higher % means a stronger effect; inhibition, % at 10 µM, or IC50 in µM where a hit was titrated; actives 0.13% (n = 290,000);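 active = spots per cell inhibited over 60%, with over 100 cells counted and total cytoplasm intensity under 500,000; inconclusive = wells with under 100 cells, flagged as likely toxic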;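 note: U2OS cells stably carrying GPR55 and arrestin-GFP stimulated by 5 µM LPI near EC80; imaged beta-arrestin-GFP aggregate spots per cell after agonist stimulation; plate controls were LPI-stimulated DMSO wells for no effect and DMSO wells without LPI for full effect; some results filed as inactive read as strong as hits; confirmed hits need IC50 under 10 µM and bright autofluorescent wells are also inconclusive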
Myeloid diff 2: compounds promoting myeloid differentiation. AID 624256. ER-HoxA9 myeloid progenitors, lysozyme-GFP differentiation, flow cytometry. calls only at 10 µM. actives 1% (n = 360,000);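 active = normalized GFP-positive differentiation at or above the plate's own cutoff, the solvent-only control mean plus 3 SD; inconclusive = no clear call, values can overlap the other calls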;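 note: cells exposed to compound for four days before flow analysis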
HIV fusion peptide: inhibitors of HIV fusion peptide binding, primary screen, biochemical, uHTS, fluorescence dequenching (AID 1986) | actives 0.3% (n = 290,000) | one-dose inhibition, % at 20 µM; IC50 in µM for titrated hits | cell-free peptide binding, fluorescence dequenching, 30 min; higher % means a stronger effect; in the data active = inhibition mostly above about 52%, no sharp cut-off; inactive = mostly below about 76%; note: some results filed as inactive read as strong as hits
KOR beta-arrestin-1: kappa opioid receptor activators – cell-based, luminescence, uHTS, primary screen (AID 1777); KOR beta-arrestin recruitment, luminescence; higher % means a stronger effect; activation, % at 10 µM, or EC50 in µM where a hit was titrated; actives 0.02% (n = 280,000); in the data active = activation above about 50%, passing the limit was not always enough; note: a part of the inactive calls stands beside numbers as strong as those of hits
KOR beta-arrestin-2: KOR antagonists, beta-arrestin recruitment, cell-based, luminescence, uHTS (AID 1778); KOR beta-arrestin recruitment, luminescence, antagonist mode; higher % means a stronger effect; one-dose inhibition, % at 10 µM; IC50 in µM for titrated hits; actives 0.091% (n = 290,000); note: strong numbers were not always called active
NOD1 NF-kB reporter: NOD1 signaling inhibitors, primary screen, cell-based, luminescence, uHTS (AID 1578) | NOD1-driven NF-kB luciferase reporter cells, luminescence; higher % means a stronger effect | actives 1% (n = 290,000) | inhibition, % at 4 µM; hits with a dose series show EC50 in µM; in the data active = inhibition mostly above about 36%, no sharp cut-off; inactive = mostly below about 34%;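 note: HEK-293T reporter cells stimulated with the NOD1 agonist gamma-tri-DAP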
Myeloid diff 2 GFP+ MAC1+ %: also measured in Myeloid diff 2; calls as there; GFP+ MAC1+ double positive, %; measured here: differentiation confirmed by MAC1 staining
* marks the source's active call; other numbers are inactive results; i = inactive; ? = inconclusive; · = not tested or not shown; [ ] = remark or other dose. Cut-off read from the data, not from the text of the source, unless noted: active = inhibition above about 50%; inactive = the rest. Only part of the results is shown; the hit share may differ from the screen's.

Structure,GPR55 beta-arrestin,GPR35 arrestin U2OS,NOD2 inhibition,GPR55 LPI antagonism,Myeloid diff 2,Myeloid diff 2 GFP+ MAC1+ %,HIV fusion peptide,KOR beta-arrestin-1,KOR beta-arrestin-2,NOD1 NF-kB reporter
O=C(Cc1ccccc1)c1ccccc1C(=O)N1CCCCC1,-0.1%,3%,5%,8%,i,1.1,0.5%,17%,6%,-2%
O=C(Cc1c(O)c2ccccc2[nH]c1=O)NCc1ccc(F)cc1,-0.1%,-5%,-10%,3%,i,3.3,1.9%,0.4%,-2%,-13%
Cc1ccc(C(=O)N/C(=C\c2ccc(-c3ccc(Br)cc3)o2)C(=O)NC2CCS(=O)(=O)C2)cc1 (stereo unspecified),-0.1%,1%,9%,8%,i,0.5,-3.5%,0.6%,-41%,18%
CNC(=O)C1(C)C=CCN1C(=O)c1ccccc1 (stereo unspecified),-0.1%,-6%,7%,10%,i,1.5,3.1%,4.5%,-27%,-27%
O=C(Nc1cccnc1)c1ccc2snnc2c1,-0.1%,10%,-3%,8%,i,1.1,-0.6%,0.8%,-12%,-1%
CCCOc1ccc(C2C(C(=O)c3ccc(C)o3)=C(O)C(=O)N2Cc2ccco2)cc1OCC (stereo unspecified),0.2%,-7%,-12%,11%,?,·,5.3%,11%,2%,-26%
Cc1ccc(C(c2nnnn2CC2CCCO2)N2CCN(Cc3ccccc3)CC2)cc1 (stereo unspecified),0.2%,2%,18%,-5%,i,0.3,-0.6%,·,2%[20 µM],-60%
Cc1ccc(C(=O)N/C(=C\c2ccco2)C(=O)N2CCSCC2)cc1C,-0.1%,-6%,9%,-3%,i,0.2,2.2%,2.6%,-39%[20 µM],-22%
Cc1cc(C)nc(NC(C)(C)C(=O)O)n1,-0.1%,0%,4%,10%,i,0.4,-0.5%,0.2%,-38%,-44%
Cc1ccc(-c2nc3ccccc3o2)cc1NC(=S)NC(=O)c1cc2ccccc2o1,0.0%,21%,-35%,-1%,i,0.3,2.3%,-3.3%,9%,-25%
COc1ccc(C2/C(=C(/O)c3ccc4c(c3)CC(C)O4)C(=O)C(=O)N2CCN2CCOCC2)cc1 (stereo unspecified),-0.1%,5%,16%,16%,i,1.1,-0.2%,-0.1%,-2%,·
CCc1cc(-c2n[nH]c(=S)n2-c2ccccc2C)cs1,0.3%,4%,15%,7%,i,12,2.5%,-2.7%,3%,-5%
C=CCn1c(SCC(=O)c2[nH]c(C)c(C(=O)OCC)c2C)nc2scc(-c3ccc(OC)c(OC)c3)c2c1=O,0.6%,-5%,-118%,6%,i,0.9,-1.7%,0.2%,2%,-34%
COC(=O)CCCC1=CC2=C(c3ccccc3)C(=O)C(C)(OC(=O)C3CCCC3)C(=O)C2=CN1c1ccc(OC)cc1 (stereo unspecified),-0.1%,0%,3%,-8%,i,1.1,-1.2%,-0.2%,21%,-9%
COc1ccc(/C=C\C(=O)c2c(O)ccc3c(C)cc(=O)oc23)cc1OC,0.1%,-4%,-17%,-12%,i,4.9,-3.7%,-4.7%,30%,47%
CCCc1nc(C)cc(N2CCN(c3ccccc3)CC2)n1,0.4%,0%,13%,0%,i,0.4,-3.1%,-7.5%,-12%,2%
COc1ccccc1N1CCN(C2CCCN(C(=O)CCN3CCCCO3)C2)CC1 (stereo unspecified),0.6%,-6%,-4%,9%,i,3.5,-1.9%,-1.3%,4%,-16%
COc1ccc(CCN(C)C2CCCN(S(=O)(=O)c3ccccc3F)C2)cc1OC (stereo unspecified),1.1%,3%,-32%,3%,i,0.4,0.3%,3.3%,-31%[20 µM],4%
CCOC(=O)C1CCN(C(=O)CCS(=O)(=O)Cc2ccccc2)CC1,-0.2%,-14%,11%,-6%,i,0.3,-0.1%,-2.2%,-12%,-19%
O=C(CSc1nnc(CNC(=O)c2ccco2)o1)NC1CCCC1,-0.2%,7%,-10%,-1%,i,2.0,-3.2%,1.5%,-34%,-21%
COc1cc(-c2nc(CN3CCCN(C(=O)c4ccco4)CC3)c(C)o2)ccc1F,-0.1%,-4%,-4%,6%,i,0.5,-1.4%,·,-17%[20 µM],-35%
CCOC(=O)c1cnc2c(-c3cccc(Br)c3)cnn2c1C,-0.2%,-13%,-58%,6%,i,1.0,0.5%,7.5%,-32%,-32%
C=CCSc1nc(-c2ccc3c(c2)OCO3)cc(C(F)(F)F)c1C#N,-0.1%,4%,2%,13%,i,0.4,-2.5%,0.2%,-19%,17%
CCC(=O)Nc1sc2c(c1C#N)CC(C)(CC)OC2 (stereo unspecified),0.0%,10%,-9%,10%,i,0.4,-1.0%,1.8%,-4%,-4%
CSc1ncccc1-c1nc2ccccc2[nH]1,0.2%,-7%,-47%,-7%,i,1.6,0.6%,-1.8%,-29%,-36%
Cc1cccc(C(=O)Nc2cccc(C(=O)N/N=C/c3ccc4c(c3)OCO4)c2)c1,-0.2%,-7%,-28%,2%,·,·,0.4%,-5.3%,-12%,-59%
Cc1c(C(=O)NCCCN2CCOCC2)oc2c1C1(CCC2)SCCS1,0.3%,-1%,-1%,6%,i,0.6,0.7%,0.0%,-18%,-12%
CCC1CCC/C1=N\NC(=O)c1cc(C)[nH]n1 (stereo unspecified),0.0%,9%,10%,6%,i,6.4,-1.5%,2.3%,-26%,-5%
CCN1CCCC1CNC(=O)C(=O)NCc1ccccc1 (stereo unspecified),-0.3%,7%,1%,13%,i,0.5,2.5%,-0.9%,-7%,-18%
CCOC(=O)C1CCN(C(=O)CN2C(=O)COc3ccc(C(C)(C)C)cc32)CC1,-0.2%,16%,-6%,9%,i,0.3,0.7%,0.1%,2%,-4%
COc1ccc(NC(=O)C(C)Oc2ccc(/C(C)=N\O)cc2)cc1 (stereo unspecified),0.4%,4%,17%,2%,i,2.3,1.0%,3.8%,-26%,6%
COc1ccc(Nc2cc(C(=O)NC3CCCC3)c3ccccc3n2)c(OC)c1,-0.1%,2%,1%,4%,i,0.5,-0.5%,-1.1%,-14%,-19%
O=C(NC(=S)NCc1ccco1)c1ccccc1,0.0%,4%,-10%,6%,i,0.3,2.4%,·,-27%[20 µM],-30%
O=C(Nc1ccc2c(c1)OCO2)C1CCCN1C(=O)OCc1ccccc1 (stereo unspecified),-0.2%,3%,-13%,2%,·,·,4.3%,-4.1%,19%,5%
CCCCCn1c(=O)c(C(=O)OCC)c(Cl)c2ccccc21,0.3%,-7%,10%,-11%,i,0.3,0.6%,1.7%,16%,1%
CN(C)N1C(N)=C(C#N)C(c2ccccc2Cl)C2=C1CCCC2=O (stereo unspecified),0.0%,11%,-16%,0%,i,0.2,-0.9%,-1.0%,-4%,-9%
CCNc1nc(SC(C(C)=O)C(C)=O)nc(N(C)C)n1,-0.1%,-3%,12%,-4%,i,1.0,-0.8%,-2.1%,14%,·
O=C(Nc1scc(-c2ccccc2)c1C(=O)O)c1ccccc1F,0.3%,-20%,-10%,-6%,i,0.4,4.4%,-2.1%,10%[20 µM],-46%
COc1cc(/C(C)=N/NC(=O)c2nnn(-c3nonc3N)c2-c2cccs2)ccc1O,0.3%,12%,34%,7%,i,1.6,0.1%,2.6%,10%,14%
CC(C)c1ccc(N(C(=O)c2csnn2)C(C(=O)NC(C)(C)C)c2cccnc2)cc1 (stereo unspecified),0.2%,8%,16%,18%,i,0.4,-0.7%,-1.0%,9%,-5%
Cc1ccc(CC(=O)N2CCN(c3ccccn3)CC2)cc1,0.2%,-2%,1%,2%,i,2.4,-1.4%,-0.4%,-16%,-26%
CCOC(=O)c1nc(C)n(-c2ccc(Cl)cc2Cl)n1,-0.1%,11%,-8%,-7%,i,2.0,0.6%,-4.8%,-2%,-22%
Cc1cc(C)cc(N(C(=O)C(F)(F)F)C(C(=O)NC2CCCCC2)c2cccs2)c1 (stereo unspecified),-0.1%,13%,4%,8%,i,1.4,-2.3%,2.4%,-12%,4%
CCN(CC)CCCNC(=O)c1c(O)c2cc(F)cc3c2n(c1=O)C(C)CC3 (stereo unspecified),-0.2%,2%,-6%,6%,i,0.8,0.4%,6.7%,-18%,-13%
Cc1cccc(Nc2nnc(SCc3cc(=O)n4cc(C)ccc4n3)s2)c1,-0.3%,12%,9%,-3%,i,0.1,2.5%,4.5%,-17%,-16%
O=C(NC1CCCCC1)C(=S)NC1CCCCC1,-0.1%,-1%,-29%,4%,·,·,-1.2%,-2.0%,-7%[20 µM],-32%
COc1ccc(N2CCN(C(c3cc(OC)ccc3OC)c3nnnn3CC3CCCO3)CC2)cc1 (stereo unspecified),-0.4%,9%,10%,14%,i,1.3,0.4%,-6.8%,3%,-10%
O=C(/C=C/c1ccco1)NC(=S)N1CCCCC1,-0.1%,10%,-12%,-7%,·,·,0.6%,7.0%,-10%,9%
Cc1cc(=O)[nH]c2ccccc12,-0.1%,-1%,1%,-5%,i,1.7,-0.1%,1.2%,-29%,-6%
